BAP1 block – blocks human BAP1 ubiquitin-AMC hydrolysis; recombinant BAP1, Ub-AMC hydrolysis fluorescence kinetic; hits give low values; activity remaining (% of control), % at 20 µM; 72,000 compounds, 0.48% hits; AID 436;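 active = activity remaining at or below 50% of control, provided the compound also passes the data quality filters; inactive = the rest, including low values that fail the filters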;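 also: 100% = DMSO wells rate and 0% = substrate alone blank rate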
HePTP inh – blocks human HePTP tyrosine phosphatase | inhibition, % at 20 µM | recombinant HePTP phosphatase activity, OD absorbance | 110,000 compounds, 0.64% hits; in the data active = inhibition above about 50%;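 also: plate controls were vehicle for no effect and reference inhibitor for full effect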
Target sequence (P35236 whole entry, looked up): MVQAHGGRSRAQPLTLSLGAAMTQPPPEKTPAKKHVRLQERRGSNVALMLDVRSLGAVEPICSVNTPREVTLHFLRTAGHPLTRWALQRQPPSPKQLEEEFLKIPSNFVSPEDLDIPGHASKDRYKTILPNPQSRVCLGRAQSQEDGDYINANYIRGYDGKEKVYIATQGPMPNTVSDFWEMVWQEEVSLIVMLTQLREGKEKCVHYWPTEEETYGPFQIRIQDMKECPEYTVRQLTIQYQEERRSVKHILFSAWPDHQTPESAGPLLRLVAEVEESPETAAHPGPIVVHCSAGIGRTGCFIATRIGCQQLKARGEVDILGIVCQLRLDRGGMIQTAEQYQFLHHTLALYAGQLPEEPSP
An asterisk follows results filed as active; · = no result given; & = joins results of further samples.

molecule	BAP1 block	HePTP inh
O=C(O)c1cc(-c2ccccn2)n[nH]1	93.3	3.1
CN(C)CCC(c1ccccc1)c1ccccn1 (stereo unspecified)	94.7	·
C=CCn1c(N2CCCCCC2)nc2c1c(=O)n(C)c(=O)n2C	102.8	0.4
COC(=O)CCN1C(=O)/C(=C/c2ccc(Cl)cc2Cl)SC1=S	·	0.7
CN(C)c1ccc(C2OC(=O)C3(CCCC3)C(=O)C2(C)C)cc1 (stereo unspecified)	92.8	14.6
Nc1nonc1-n1nnc(C(=O)N/N=C/c2ccc(O)cc2)c1-c1ccccc1	·	0.3
COc1cc(N2CCOCC2)ncn1	98.2	-2.0
O=C(NCc1ccco1)/C(=C/c1cccc2ccccc12)NC(=O)c1ccccc1	·	-7.4
O=C1C2C3CCCC3=C3CCCC3C2C(=O)N1c1cccc(Cl)c1 (stereo unspecified)	83.1	0.3
Cc1cc(OCC(=O)Nc2cccc(Cl)c2C)ccc1Cl	·	0.6
CC(=O)c1ccc(NC2c3ncccc3C(=O)N2Cc2ccc(F)cc2)cc1 (stereo unspecified)	83.5	-7.8
CCOC(=O)C1(C(=O)OCC)C(c2ccccc2)CC(O)N1C(C)=O (stereo unspecified)	83.1	1.2&4.8
NC(=O)c1c(NC(=S)NC(=O)c2ccccc2Cl)sc2c1CCC2	·	-27.2
CC1=C(C(=O)OC2CCCC2)C(c2cc3c(cc2[N+](=O)[O-])OCO3)NC(=O)N1C (stereo unspecified)	·	6.9
Cc1ccccc1C1CC(=O)NC2=C1C(=O)CCC2 (stereo unspecified)	102.7	7.1
O=c1c2ccccc2nnn1CSc1nnc(COc2ccc(Cl)cc2)n1Cc1ccco1	109.7	2.9
CCOc1ccc(/C=C2/SC(=S)N(CC(=O)O)C2=O)c(OCC)c1	·	9.4
CCN(CC)c1ccc(/C=N/n2c(C)nnc2C)cc1	·	-9.6
Cc1ccc(S(=O)(=O)N(C)c2ccc(Br)cc2C(=O)c2ccccc2)cc1	·	2.2
Cc1ccc(-n2nc3cc(C)c(NC(=O)COc4ccc([N+](=O)[O-])cc4)cc3n2)cc1	·	-4.4
CCOc1ccc(N2CC(C(=O)NCc3cccc(C)c3)CC2=O)cc1 (stereo unspecified)	101.8	7.6
CC1=NN(c2nc(-c3ccc(Br)cc3)cs2)C(=O)C1C (stereo unspecified)	·	1.8
COC(=O)c1ccccc1NC(=O)c1c(Cl)cccc1Cl	·	4.5
CCOC(=O)c1cc2c(=O)n3cccc(C)c3nc2n(Cc2ccccc2Cl)c1=N	·	4.5
O=C(C(c1ccccc1)c1ccccc1)N1CCOCC1	96.0	-1.1
Cc1cc(OCC(=O)Nc2ccc(N3CCOCC3)cc2)ccc1Br	·	3.4
Cn1cccc1Cc1nnc(SCC(=O)NCc2ccco2)n1CCc1ccccc1	110.1	5.1
Cc1ccc(N=C2NC(=O)/C(=C/c3ccccc3F)S2)cc1	·	92.1*
O=C1CC(c2ccco2)CC(O)=C1C=NCC1CCNCC1 (stereo unspecified)	97.5	1.0
NC(=O)c1c(N)sc2c1CCCCCCCCCC2	·	1.9
CCOc1ccc(N2C(=O)CC(N3CCC(NC(=O)Nc4ccccc4)CC3)C2=O)cc1 (stereo unspecified)	124.9	11.6
CC(=O)c1c(C)nc(C)c(C(C)=O)c1-c1ccccc1	·	-7.7
CCOC(=O)c1[nH]c2c(c1C)C(=O)CC(c1ccc(OC)c(OC)c1)C2 (stereo unspecified)	112.3	-12.5
CCCCn1c(=O)c(-c2ccccc2)c(O)c2ccccc21	92.6	7.6
CCCCC(CC)CNS(=O)(=O)c1ccc2c(c1)CCN2C(=O)CCC(=O)O (stereo unspecified)	80.4	-7.1
O=C(O)CCn1c(C2CCCCC2)nc2ccccc21	74.5	3.8
COc1cc(S(=O)(=O)N2CCN3CCCC3C2)ccc1-n1cnnn1 (stereo unspecified)	99.5	6.6
O=C(COC(=O)c1ccc(S(=O)(=O)NCc2ccco2)cc1)NCCC1=CCCCC1	119.0	10.0
NC(=S)c1ccc(C(N)=S)o1	80.0	6.6
CCN(CC)c1ccc(NC(=O)c2cc(OC)cc(OC)c2)c(C)c1	103.6	-7.2
COC(=O)c1ccc(S(=O)(=O)c2ccc(C(=O)OC)s2)s1	82.9	-7.3
CCc1c(C)nc2ccc(Br)cc2c1SCC(=O)O	·	0.2
Cc1cc(=O)n2nc(N3CCCC3C(=O)NCCCN3CC(C)CC(C)C3)sc2n1 (stereo unspecified)	98.0	2.3
Cc1ccc(NC(=O)NC2CCCC2)cc1	·	0.5
O=C(O)C1Nc2c(Cl)cc(Cl)cc2C2C=CCC12 (stereo unspecified)	·	102.7*
Cc1cc(NC(=O)CSc2nc3ccccc3c(=O)n2Cc2ccc(F)cc2)no1	·	1.1
O=C(/C=C/c1ccco1)Nc1ccc(C(=O)Nc2cccc(-c3nc4ccccc4o3)c2)cc1	·	-0.7
CCOC(=O)C1=C(O)C(Nc2nccs2)(C(F)(F)F)N=C1C (stereo unspecified)	100.6	16.4
COc1ccc(S(=O)(=O)N2CCN(C(=O)CCC3CCCC3)CC2)cc1	122.5	4.3
COc1ccc(-c2nnc(CSc3nc4ccccc4c(=O)n3C)o2)cc1OC	111.9	4.9

(cont.)
molecule	BAP1 block	HePTP inh
CC(=O)OCCNc1cc(N2CCN(C)CC2)c2noc3c2c1C(=O)c1ccccc1-3	93.2	14.6
CC(=O)Nc1ccc(N=Cc2ccc(C=Nc3ccc(NC(C)=O)cc3)cc2)cc1	149.7	·
CCOc1ccccc1OCCN1CCOCC1	·	3.0
O=C(NCc1ccc2c(c1)OCO2)C1CCCN1C(=O)Nc1cccc(F)c1 (stereo unspecified)	103.9	0.6
O=C(NCc1ccco1)c1ccc2c(c1)N(Cc1ccccc1)C(=O)CS2=O (stereo unspecified)	96.4	-13.6
CC(C)NC(=O)Cn1cc(C#N)c2cc(Br)ccc21	149.2	-2.7
O=C(NC(=O)c1ccccc1)NC1(C(F)(F)F)OCCO1	91.5	1.5
COCC(=O)N(Cc1ccccc1)c1ccccn1	58.6	6.3
CN(C)S(=O)(=O)N1CCN(c2ccc(Cl)cc2)CC1	51.7	9.3
Cc1cnc(C(=O)OCC(=O)Nc2ccc(Oc3ccccc3)cc2)cn1	149.8	-7.6

Brought forward from above: 2 entries; new compounds follow.
molecule	BAP1 block	HePTP inh
CN(C)S(=O)(=O)N1CCN(c2ccc(Cl)cc2)CC1	51.7	9.3
Cc1cnc(C(=O)OCC(=O)Nc2ccc(Oc3ccccc3)cc2)cn1	149.8	-7.6
CCn1c(COc2ccccc2OC)nnc1SCC#N	110.1	6.7
COc1cc(C(=O)OCC(=O)Nc2ccc3c(c2)OC(F)(F)O3)ccc1OCc1c(C)noc1C	·	-6.3
CC(O)c1ccc(NC(=O)c2cnn3c2NC(c2cccs2)CC3C(F)(F)F)cc1 (stereo unspecified)	·	9.5
CCOC(=O)Cn1nnnc1C(CC)N(Cc1cc2c(C)cc(C)cc2[nH]c1=O)C1CCCC1 (stereo unspecified)	90.2	2.2
Cc1cc(COc2ccccc2OCCN2CCN(C)CC2)no1	189.1	·
COc1cc(C2Nc3ccccc3NC3=C2C(=O)CC(c2ccccc2)C3)cc(Cl)c1O (stereo unspecified)	·	6.9
COc1cccc(N2C(=O)N(c3ccccc3)C3CS(=O)(=O)CC32)c1 (stereo unspecified)	92.5	-12.7
Fc1ccccc1N1CCN(C(c2cccs2)c2nnnn2CCc2ccccc2)CC1 (stereo unspecified)	52.9	14.6
O=C(CSc1nc2ccccc2[nH]1)N1CCN(c2ccc(F)cc2)CC1	133.6	13.3
COc1ccc(NC(=O)c2cnn(-c3ccccc3)c2NC(=O)c2ccc(C)cc2)cc1	·	2.3
Cn1c(=NC(=O)C2CC2)sc2cccc(F)c21	95.5	0.2
Cc1ccc(NC(=O)c2sc3ccccc3c2Cl)cc1	115.9	·
Cc1cc(S(=O)(=O)N(Cc2ccc3c(c2)OCO3)CC2CCCO2)ccc1-n1cnnn1 (stereo unspecified)	72.2	5.0
COc1ccccc1C1CC(c2ccc(F)cc2)Nc2ncnn21 (stereo unspecified)	98.5	3.5
CCc1cc2c(NCC3CCCO3)ncnc2s1 (stereo unspecified)	·	3.0
O=C(c1ccc(F)cc1)c1cc2ccccc2o1	94.2	7.3
Cc1cc(C)n(-c2nnc(C)n2/N=C/c2ccccc2F)n1	89.2	-5.2
CCN(CC)C(=O)C1CCCN(Cc2ccc(F)c(F)c2)C1 (stereo unspecified)	122.0	-4.3
Cc1cccc(-n2ccnc2SCC(=O)Nc2ccc3c(c2)OCCO3)c1	100.5	7.7
Cc1no[n+]([O-])c1COc1cccc(/C=C2\SC(=S)NC2=O)c1	·	-5.6
COCCOC(=O)c1c(C)oc2ccc(OS(C)(=O)=O)cc12	·	3.1
O=C1N=C2SC=CN2C(=O)C1Cc1ccccc1 (stereo unspecified)	·	-7.2
C=CCSc1nc2ccccc2c(=O)[nH]1	90.7	-0.7&9.0
CC(C)(C)OC(=O)N1CC2Cc3[nH]c(=O)ccc3C(C2)C1 (stereo unspecified)	114.7	-10.4
O=C(c1ccc(F)cc1)c1ccc(N2CCCCCC2)cc1	·	4.1
O=C1NC(c2ccccc2OCc2ccccc2)Nc2ccccc21 (stereo unspecified)	·	-8.8
CCOc1ccccc1N1CCN(C(=O)Nc2cccc(Cl)c2)CC1	141.5	5.5
Cc1ccccc1C=Nc1ccc(O)cc1	·	10.0
Nc1ccc(S(=O)(=O)Nc2ncccn2)cc1	67.8	2.7
O=C1C(=O)N(CCCn2ccnc2)C(c2cccnc2)/C1=C(/O)c1ccc(Cl)cc1 (stereo unspecified)	98.6	6.2
CC12CCCCC1C2C(=O)N/N=C\c1ccc(Cl)cc1Cl (stereo unspecified)	·	-18.8
O=C(CCC(=O)c1cccs1)Nc1ccccc1F	125.5	10.7
Cc1cccc(-c2noc(-c3ccc(Cl)cc3Cl)n2)c1	·	3.9
Nc1nc2ccc(C(=O)N3CCOCC3)cc2s1	132.3	·
Cc1ccc(Cl)cc1N1C(=O)C2C(c3ccc(Cl)cc3)OC3(C(=O)c4ccccc4C3=O)C2C1=O (stereo unspecified)	·	-2.8
CCC(=O)N1CCc2cc(S(=O)(=O)NCCN3CCCCC3CC)ccc21 (stereo unspecified)	121.9	0.0
C=CCOc1cccc(C2/C(=C(/O)c3ccc(C)cc3)C(=O)C(=O)N2CCN2CCOCC2)c1 (stereo unspecified)	75.5	9.7
C=CCn1c(CCNC(=O)c2ccccc2F)nnc1SCC(=O)Nc1nc(C)cs1	44.5*	0.6
COCCn1nnnc1CN1C2CCCC1CC(NC(C)=O)C2 (stereo unspecified)	105.0	5.5
CN1CCN(C(=O)N2c3ccccc3C=Cc3ccccc32)CC1	89.0	8.7
O=c1oc2ccccc2n1CSC1=NCCS1	92.4&89.9	9.8
COc1cccc(N2C(=O)C(=O)/C(=C(\O)c3ccccc3)C2c2ccccc2F)c1 (stereo unspecified)	·	3.1
O=C1NC(=S)S/C1=C\c1cn(Cc2ccccc2F)c2ccccc12	·	12.4
Cc1ccc2oc(-c3ccc([N+](=O)[O-])cc3)cc(=O)c2c1	98.3	·
COc1ccc(N2CCN(C(c3ccccc3)c3sc4nc(C)nn4c3O)CC2)cc1 (stereo unspecified)	99.5	6.9
O=C(CSc1nnc(-c2ccccc2)n1Cc1ccco1)Nc1ccc2c(c1)OCCO2	91.4	16.5
COc1cc(C(=O)Oc2ccc(/C=N/NC(=O)COc3cccc4ccccc34)cc2)cc(OC)c1OC	·	7.0
CCn1c(N)c(C(=O)N2CCOCC2)sc1=S	84.0	4.7
Cc1cc(=O)oc2cc(OCCSCCN3CCOCC3)ccc12	97.1	5.8
N#CC1=C(N)N(c2ccc(Oc3ccccc3)cc2)C(=O)C1	111.2	7.1

Next part; the last two above are carried over.
molecule	BAP1 block	HePTP inh
Cc1cc(=O)oc2cc(OCCSCCN3CCOCC3)ccc12	97.1	5.8
N#CC1=C(N)N(c2ccc(Oc3ccccc3)cc2)C(=O)C1	111.2	7.1
O=C(CSc1nnc(Cc2cccs2)n1C1CCCCC1)N1CCCc2ccccc21	91.1	7.4
O=C(N/C(=C/c1ccc(Cl)cc1)C(=O)N1CCCC1)c1ccccc1	·	-8.6
CCOc1ccc(N2C(=O)CSC23CCCCC3)cc1	·	9.6
CC1(C)CC(=O)c2cnc(N3CCN(c4ccccc4)CC3)nc2C1	91.7	10.2
Cc1onc(-c2ccccc2)c1C(=O)n1nnc2ccccc21	105.3	-1.2
Brc1cc2c(cc1/C=N/Nc1nc3ccccc3s1)OCO2	·	4.4
COc1ccc(NC(=O)CSc2nnc(N)s2)cc1	93.2	-1.4
Cc1cccc(C)c1N(CC(=O)NN=C1CCCCCCC1)S(C)(=O)=O	·	6.8
CCSCc1nnc(SCC(=O)Nc2cccc(SC)c2)n1C	79.5	1.2
CCOC(=O)C1=C(C)N=c2s/c(=C\c3cccc(OC)c3O)c(=O)n2C1c1ccc(OC)cc1 (stereo unspecified)	·	6.3
Cc1nc(-c2ccccc2)nc2[nH]c(C(C)C)cc(=O)c12	75.7	7.8
O=C(Nc1ccc2ccccc2c1)/C(=C\c1ccc(Br)cc1)NC(=O)c1ccco1	·	4.6
Cc1ccc(C(=O)Nc2c(C(=O)Nc3ccccc3)cnn2-c2ccccc2)cc1	·	-2.3
O=C(Nc1ccc(I)cc1Cl)c1cccc(OCc2ccccc2)c1	·	8.8
CC(=O)N(C1=C(Cl)C(=O)c2ccccc2C1=O)c1cccc(Br)c1	·	10.2
